KAT2A inh: blocks human GCN5L2 histone acetyltransferase. actives 0.21% (n = 390,000). GCN5L2 HAT assay, ThioGlo1 CoA-SH fluorescence. Potency, µM (titrated, usually from 58.9 µM), for inactives: top-dose activity change, negative = inhibition, most hits filed as inhibitors. Q92830. AID 504327
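Fluorescence readout, Ex340nm/Em540nm: ThioGlo1 (50uM final) reacts with free CoA thiol released as 20nM GCN5L2 acetylates H3(1-25) peptide (75uM) using acetyl-CoA (70uM). Compound and enzyme sat 15 min beforehand; 20 min room-temperature reaction.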
FEN1 inh: inhibitors of human flap endonuclease 1 | actives 0.35% (n = 390,000) | P39748 | Recombinant FEN1 flap cleavage, fluorescence, 15 min | Potency, µM (titrated, usually from 114 µM), inactives show at the top dose activity change, negative = inhibition, actives largely listed as inhibitors; also: nearly all actives have a fitted effect of over 65% in size
Target sequence (P39748 whole entry, looked up): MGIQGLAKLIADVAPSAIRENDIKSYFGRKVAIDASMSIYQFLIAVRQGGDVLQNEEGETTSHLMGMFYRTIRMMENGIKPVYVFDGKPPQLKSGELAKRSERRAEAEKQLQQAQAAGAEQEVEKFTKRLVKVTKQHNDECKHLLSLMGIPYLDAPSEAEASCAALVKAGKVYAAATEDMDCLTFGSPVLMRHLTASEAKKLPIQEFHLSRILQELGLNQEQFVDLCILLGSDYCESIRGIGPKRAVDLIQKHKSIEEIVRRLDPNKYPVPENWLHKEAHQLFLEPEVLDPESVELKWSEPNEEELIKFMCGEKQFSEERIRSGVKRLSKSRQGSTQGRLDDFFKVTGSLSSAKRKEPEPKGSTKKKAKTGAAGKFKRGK
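Recombinant FEN1 (10 nM) was preincubated with pin-transferred compounds for 15 min at room temperature, then flap DNA substrate (50 nM final) was added. Plates were read at 0 and 15 min, and normalized concentration–response data were fitted to a four-parameter Hill equation.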
N370S GC mod: N370S glucocerebrosidase modulation, Gaucher chaperone candidate | P04062 | N370S GC spleen homogenate, 4MU-glucoside fluorescence | Potency, µM (top dose mostly 59.4 µM), without a hit: at the highest dose activity change, negative = inhibition, hits mostly inhibitors | actives 0.092% (n = 330,000) | AID 2101;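 also: 0% = full enzyme activity and -100% = no enzyme basal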
Active calls of the source: *; ? = inconclusive; . = no result given; [ ] = dose if it differs, or a comment. Calls follow the shape of the dose curve; as a rule, active = well fitted curve in the direction sought with a large enough effect; inconclusive = small, poorly fitted or top-dose-only effect, or another doubt; inactive = no such curve, though single readings can be large; an effect the other way counts as inactive or inconclusive. Unless noted, % is scaled to controls: 0 for no effect and ±100 for the full control effect; potency is read from the fitted curve at half-maximal effect.

Values run as follows: KAT2A inh, FEN1 inh, N370S GC mod
Cc1ccc(C)c(NC(=O)Cn2cnc3nc4c(cc3c2=O)CCCC4)c1
  -12%, -3%, .
CCCCc1nnc(NC(=O)Cc2ccc(OC)c(S(=O)(=O)N3CCOCC3)c2)s1
  -11%, -9%, -11%
O=C(CSc1nc2ccsc2c(=O)n1-c1ccc(Br)cc1)NCc1ccc(Cl)cc1
  2%, 2%, .
CC1(C)Cn2c(nnc2-c2ccccc2)S1
  ?, -5%, 3%
CCN1C(=O)C(CC(=O)Nc2ccc(OC)cc2)N(CCCN2CCN(c3ccc(F)cc3)CC2)C1=S (stereo not drawn)
  -6%, 3%, -20%
CCCN1C2CCCC1CC(NC(=O)Nc1cccc(C(C)=O)c1)C2 (stereo not drawn)
  -21%, -1%, 0%
CN(c1ccccc1)c1nc(N)c(C#N)c(CC#N)c1C#N
  -3%, -1%, 0%
COCC(=O)Nc1sc2c(c1C(=O)OC)CCC(C)C2 (stereo not drawn)
  -7%, -12%, 29%
COc1cccc(C(=O)/C=C/c2ccc(N3CCCCC3)c([N+](=O)[O-])c2)c1
  -8%, 1%, -5%
CCCCNC(=O)c1cccc(NC(=O)C(=O)c2ccccc2NC(C)=O)c1
  1%, -2%, 16%
CC(C(=O)OCn1nnc2ccccc2c1=O)N1C(=O)c2ccccc2C1=O (stereo not drawn)
  -21%, -8%, 2%
CN(C)N1C(N)=C(C#N)C(c2ccc(Br)cc2)C2=C1CC(C)(C)CC2=O (stereo not drawn)
  4%, -7%, -4%
COc1cc(C(=O)NCC(c2ccco2)N2CCOCC2)cc(OC)c1OC (stereo not drawn)
  1%, -8%, -4%
CC[C@H]1OC(=O)[C@H](C)[C@@H](O[C@H]2C[C@@](C)(OC)[C@@H](O)[C@H](C)O2)C(C)[C@@H](O[C@@H]2O[C@H](C)C[C@H](N(C)C)[C@@H]2O)[C@](C)(OC)C[C@@H](C)C(=O)[C@H](C)[C@@H](O)[C@]1(C)O (stereo partly drawn)
  34%[activator], ., 11%
O=C(C1=NOC(CNc2ncc(C(F)(F)F)cc2Cl)C1)N1CCOCC1 (stereo not drawn)
  25%, -16%, -2%
O=C(Cn1nc2ccccc2n1)N/N=C/c1ccc(F)cc1
  3%, 3%, 8%
Cc1cc(C)c2c(=O)[nH]c(SCC(=O)N(C)C)nc2n1
  2%, -16%, 8%
CCCCOC(=O)NCN1C(=O)C2C3C=CC(C3)C2C1=O (stereo not drawn)
  -6%, -9%, 2%
CCN(CC(=O)Nc1ccc(NC(C)=O)cc1)C(=O)c1cccc(-n2cccc2)c1
  -15%, 6%, -7%
CCOc1ccc(S(=O)(=O)c2c[nH]c3ccc(C)cc3c2=O)cc1
  -8%, 15%, -5%
Cc1cc(Br)ccc1NC(=O)CN(C)C(=O)CN1C(=O)NC(C)(C2CC2)C1=O (stereo not drawn)
  2%, -3%, .
COc1ccc([N+](=O)[O-])cc1NC(=O)Cn1ccc(C(F)(F)F)n1
  -4%, -7%, -14%
O=C(CC1NCCNC1=O)OCc1ccccc1 (stereo not drawn)
  -4%, 3%, 0%
CS(=O)(=O)Nc1nnc(CCc2ccccc2)s1
  4%, -4%, -1%
O=C(NC(=S)N1CCN(C/C=C/c2ccccc2)CC1)c1cccnc1
  2%, 0%, -6%
Cc1c(NC(=O)c2ccccc2F)c(=O)n(-c2ccccc2)n1C
  0%, -4%, 7%[2.35 µM]
Cc1nc2cc3sc(C)nc3cc2s1
  -1%, -14%, 5%
CC1=C/C(=N\S(=O)(=O)c2ccccc2)C(C(C)C)=CC1=O
  -15%, -14%, 0%
CC(CNCC1CCCO1)COc1ccccc1 (stereo not drawn)
  -6%, -2%, .
FC(F)(F)c1cc(C(F)(F)F)c2ccc(Oc3ccccc3)nc2n1
  ?, -9%, 5%
CC(C)(C#CC(O)(c1ccccc1)c1ccccc1)N1CCCCC1
  ?, -2%, -10%
CCc1cc2c(cc3c(=O)n(CCCC(=O)NCc4cccc(Cl)c4)ncn32)s1
  -3%, -5%, .
Cc1c(NS(=O)(=O)c2ccc(F)cc2)c(=O)n(-c2ccccc2)n1C
  -5%, 1%, 2%
Cc1ccc(C2(C)NC(=O)N(CC(=O)Nc3ccc(N4CCOCC4)cc3N3CCOCC3)C2=O)cc1 (stereo not drawn)
  -12%, -3%, -5%
CCC(=O)c1c[nH]c(C(=O)NCc2cccc(C(F)(F)F)c2)c1
  -11%, 3%, 3%
O=C(NCc1ccccc1)N[C@@H](Cc1ccccc1)C(=O)O
  -4%, 1%, 3%
Cc1cccc(-c2nc(CSCC(=O)NCc3cccs3)c(C)o2)c1
  -12%, -10%, 14%
CCn1c(COc2ccc3ccccc3c2C)nnc1SCC(=O)Nc1cccc(C(=O)O)c1
  -5%, -3%, ?
COc1cccc(CNc2ccc([N+](=O)[O-])cc2C)c1
  -8%, -15%, 19%
Cc1cc(C)n(C(=O)Cn2nc(C)c(Cl)c2C)n1
  3%, 4%, 2%
CCOC(=O)C1=C(C)NC2(O)c3ccccc3C(=O)C12O (stereo not drawn)
  -15%, -8%, -2%
Cc1cc(Nc2ccc(Cl)cc2)n2nnnc2n1
  -2%, 4%, -18%
NC(=O)c1ccccc1NS(=O)(=O)c1ccc2c(c1)OCCO2
  -4%, -1%, 1%
O=C(Nc1nc2ccc(F)cc2s1)c1cccs1
  -15%, -8%, 5%
O=C(NCc1cccnc1)c1ccccc1Br
  -8%, 3%, 0%
CCCNc1cc(=S)nc(N)[nH]1
  -2%, -16%, -8%
CC1Cc2ccccc2N1C(=O)CSc1nnnn1Cc1ccccc1 (stereo not drawn)
  -6%, -2%, 10%
COc1ccc(NS(=O)(=O)c2ccc3c(c2)NC(=O)C(C)S3)cc1 (stereo not drawn)
  -8%, 12%, 0%
O=[N+]([O-])c1cc(Cl)cc(C2=NCCN2)c1
  -2%, 2%, 3%
O=C(NCc1nnc(SCC(=O)N2CCC(Cc3ccccc3)CC2)o1)c1ccccc1F
  -5%, -4%, -8%
Cc1ccc(OCC(=O)NCc2cccs2)c([N+](=O)[O-])n1
  1%, 1%, 0%
CCOc1cc(C(=O)Nc2cc3c(cc2N2CCCC2)n(C)c(=O)n3C)cc(OCC)c1OCC
  -6%, 19%, -10%
CCC1CCCCN1Cc1c(O)ccc2c(=O)c(-c3ccccc3)coc12 (stereo not drawn)
  -28%, 8%, 6%
O=C(CCCCCNC(=O)c1ccccc1)N/N=C/c1ccccc1
  9%, -3%, 2%
CCOC(=O)c1cccc(NC(=O)c2cc(C)nc3c2c(C)nn3-c2ccc(C)cc2)c1
  -13%, -12%, .
Cc1ccc(CC(NC(=O)c2ccccc2)C(=O)NC(Cc2ccccc2)C(=O)O)cc1 (stereo not drawn)
  -3%, 0%, 1%
O=C(c1cccc(S(=O)(=O)N2CCN(c3ccccc3)CC2)c1)N1CC=C(c2ccccc2)CC1
  -5%, -11%, -4%
O=C(NCc1ccccc1)c1cc(S(=O)(=O)N2CCOCC2)ccc1F
  -13%, 2%, 0%
O=C(O)CCC(=O)Nc1ccc(N=Nc2ccccc2)cc1
  0%, -4%, -2%
O=C(N/C(=C\c1cccc(Br)c1)C(=O)N1CCOCC1)c1ccco1
  -1%, 3%, -5%

Further entries follow.
Values run as follows: KAT2A inh, FEN1 inh, N370S GC mod
Cc1ccccc1CNC(=O)c1ccc(Cn2c(SCc3ccccc3)nc3cccnc32)cc1
  -11%, 18%, .
NC1=NC(=O)S/C1=C\c1ccc(F)cc1
  4%, -1%, -1%
COCc1cccc(NC(=O)Cc2cccc3ccccc23)c1
  -7%, -16%, 16%
O=C(CSc1nc2c([nH]c3ccccc32)c(=O)n1-c1ccc(Cl)cc1)N1CCc2ccccc21
  -16%, 18%, .
CCCCNC(=S)N(Cc1ccco1)Cc1cc2cc3c(cc2[nH]c1=O)OCCO3
  -3%, -3%, 12%
COc1ccc(CN(C(=O)Cn2nnc3ccccc32)C(C(=O)NC(C)(C)C)c2ccco2)cc1 (stereo not drawn)
  -9%, -12%, -4%
CCc1c(O)nc(SCC(=O)Nc2ccccc2C)n(-c2ccc(C)cc2)c1=O
  -11%, 3%, -5%
CCN(CC)C(=O)CSc1nc(O)cc(=O)n1-c1ccccc1OC
  -1%, -5%, -9%
C=CCn1c(Cc2ccc(OC)cc2)nnc1SCC(=O)NCCc1ccccc1
  -5%, 10%, 28%
O=C(/C=C\c1ccc2c(c1)OCO2)NC1CC(=O)N(c2ccccc2)C1 (stereo not drawn)
  -1%, 10%, .
O=C(O)CCCCCNC(=O)c1ccccc1Br
  4%, 4%, 9%
COc1ccc(CCNC(=O)c2cc(S(=O)(=O)N3CCCCC3)c[nH]2)cc1OC
  -7%, -4%, -2%
CCCCNC(=S)NCCN1CCCCC1
  0%, 4%, -11%
CCC(C)NC(=O)CNC(=O)c1nn(-c2ccc(OC)c(Cl)c2)c(=O)c2ccccc12 (stereo not drawn)
  -10%, -17%, -5%
COC(=O)c1cc(C(=O)c2cc(Br)ccc2O)coc1=N
  -2%, 1%, -11%
Cc1cccc(CNC(=O)c2oc3c(c2C)-c2nn(Cc4ccccc4Cl)cc2CC3)c1
  3%, 1%, .
Cn1c(NC(=O)c2cc(Cl)ccc2Cl)cc(=O)n(C)c1=O
  -6%, 1%, 3%
COc1cc(C2C(C(=O)c3ccc(C)o3)=C(O)C(=O)N2CCN2CCOCC2)ccc1OCCC(C)C (stereo not drawn)
  -11%, 0%, -18%
Cc1cc(OCC(=O)c2cccc(C(F)(F)F)c2)n2cnnc2n1
  -1%, 13%, -2%
COc1ccc(COCC(O)CN2CCN(S(=O)(=O)c3ccc(C(C)C)cc3)CC2)cc1 (stereo not drawn)
  -17%, 5%, .
Cc1nc2sccn2c1-c1csc(NCc2ccccc2)n1
  -4%, -1%, -19%
COc1cc(-n2nnnc2SC)c(OC)cc1Cl
  0%, 15%, -16%
COc1ccc(CCNC(=O)c2cc3sc(Cl)cc3n2C)cc1OC
  ?, -3%, -1%
CCOc1ccc(-n2cnnn2)cc1S(=O)(=O)NCCc1ccc(OC)c(OC)c1
  2%, -4%, 2%
COc1cccc(Oc2nc3c(c(=O)n(Cc4ccccc4F)c(=O)n3C)n2C)c1
  -2%, 11%, .
O=C(N1CCN(c2ccccn2)CC1)C(Cl)(Cl)Cl
  1%, 6%, 10%
Cc1cc([N+](=O)[O-])ccc1N1C(=O)c2ccc(C(=O)Nc3ccccc3C(=O)O)cc2C1=O
  -15%, 8%, -30%
CCOC(=O)C(C)N1C(=O)S/C(=C/c2cc(C)n(-c3ccccn3)c2C)C1=O (stereo not drawn)
  -9%, -2%, 2%
CCOC(=O)c1sc(=NC(=O)c2ccc(OC)c(OC)c2)n(C)c1C
  -4%, 4%, -14%
Cn1nnnc1SCCNCc1ccccc1OCc1ccc(F)cc1
  -5%, 2%, -3%
Brc1ccc2c(c1)OCCOCCOc1cc(Br)ccc1OCCOCCOCCO2
  -7%, -3%, -10%
Cc1ccc(C)c(N2CCN(S(=O)(=O)c3ccc4c(c3)CCCN4C(=O)C3CCC3)CC2)c1
  -7%, 2%, .
CCCN1CCN(CCCNC(=O)c2ccc3nc(Cc4ccccc4)oc3c2)CC1
  -7%, 3%, .
C/[N+]([O-])=C\c1cccc(OCCN2CCN(c3ncc(C(F)(F)F)cc3Cl)CC2)c1
  -26%, -15%, 4%
CCCCS(=O)(=O)c1sc2nc3c(cc2c1N)CCCC3
  1%, -3%, 26%
O=C(COc1ccc([N+](=O)[O-])cc1Cl)Nn1cnnc1
  -1%, -7%, -11%
COc1ccccc1/C=N/NC(=O)CO
  -13%, -1%, -4%

By substructure, the compounds so far with an NH in an aromatic ring
Values run as follows: KAT2A inh, FEN1 inh, N370S GC mod
Cc1cc(C)c2c(=O)[nH]c(SCC(=O)N(C)C)nc2n1
  2%, -16%, 8%
CCOc1ccc(S(=O)(=O)c2c[nH]c3ccc(C)cc3c2=O)cc1
  -8%, 15%, -5%
CCC(=O)c1c[nH]c(C(=O)NCc2cccc(C(F)(F)F)c2)c1
  -11%, 3%, 3%
CCCNc1cc(=S)nc(N)[nH]1
  -2%, -16%, -8%
O=C(CSc1nc2c([nH]c3ccccc32)c(=O)n1-c1ccc(Cl)cc1)N1CCc2ccccc21
  -16%, 18%, .
CCCCNC(=S)N(Cc1ccco1)Cc1cc2cc3c(cc2[nH]c1=O)OCCO3
  -3%, -3%, 12%
COc1ccc(CCNC(=O)c2cc(S(=O)(=O)N3CCCCC3)c[nH]2)cc1OC
  -7%, -4%, -2%

Screens as filed in PubChem BioAssay.
